# D2 agonist – D2 dopamine receptor (human) agonism; HEK293 T-REx D2 cells, calcium flux agonist mode; activation, % at 2 µM; actives 0.53% (n = 340,000); AID 485358;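 active means activation over 3 SD above normal in the single-dose calcium agonist read, cut at about 30% in these data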; further: 0% is about no effect
#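 Agonism is scored from calcium flux in a force-coupled, inducible HEK293 cell line expressing D2, read kinetically for 180 s after compound addition against dopamine controls.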
# USP1 inh – USP1/UAF1 (human) deubiquitinase inhibition; actives 0.23% (n = 390,000); recombinant USP1/UAF1, Ub-Rhodamine cleavage fluorescence; Potency, µM (top dose mostly 57.1 µM), inactives show at the highest dose activity change, negative = inhibition, hits mostly inhibitors; further: potency means the concentration at half of the fitted maximal effect; on the % scale 0 is the no-effect control and ±100 the full control effect; nearly all actives have a fitted effect of over 60% in size; inactives centre near -12
#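 1 nM enzyme complex + cpd, 15 min RT; start with Ub-Rho 150nM final; kinetic fluorescence ex 480/em 540, 6 reads q60 s. Buffer 50mM HEPES pH 7.8, 0.5mM EDTA, 0.1 mg/ml BSA, 1mM TCEP, 0.01% Tween-20.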
# TrxR1 inh – rat TrxR1 inhibition; Potency, µM (series often up to 114 µM), for the others: at the top dose activity change, negative = inhibition, actives largely listed as inhibitors; actives 1% (n = 390,000); recombinant rTrxR1, NADPH fluorescence consumption, selenite substrate; O89049; further: potency means the concentration at half of the fitted maximal effect; on the % scale 0 is the no-effect control and ±100 the full control effect; nearly all actives have a fitted effect of over 65% in size
#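 Rat TrxR1 (90 nM in the dispensed reagent) was pre-reduced with 400 uM NADPH for 5 min at room temperature, then incubated with compound for 15 min. After 400 uM selenite was added, NADPH fluorescence (Ex 340/Em 450 nm) was followed for 8 min.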
# mIDH1 inhibitor – blocks human mutant IDH1 R132H enzyme; O75874; IDH1-R132H enzyme, NADPH consumption, diaphorase/resazurin fluorescence; Potency, µM (top dose mostly 76.6 µM), inactives show top-dose activity change, negative = inhibition, hits mostly inhibitors; actives 0.093% (n = 390,000); further: potency means the concentration at half of the fitted maximal effect; on the % scale 0 is the no-effect control and ±100 the full control effect; nearly all actives have a fitted effect of over 65% in size
# Target sequence (O75874 whole entry R132H, stated change not applied): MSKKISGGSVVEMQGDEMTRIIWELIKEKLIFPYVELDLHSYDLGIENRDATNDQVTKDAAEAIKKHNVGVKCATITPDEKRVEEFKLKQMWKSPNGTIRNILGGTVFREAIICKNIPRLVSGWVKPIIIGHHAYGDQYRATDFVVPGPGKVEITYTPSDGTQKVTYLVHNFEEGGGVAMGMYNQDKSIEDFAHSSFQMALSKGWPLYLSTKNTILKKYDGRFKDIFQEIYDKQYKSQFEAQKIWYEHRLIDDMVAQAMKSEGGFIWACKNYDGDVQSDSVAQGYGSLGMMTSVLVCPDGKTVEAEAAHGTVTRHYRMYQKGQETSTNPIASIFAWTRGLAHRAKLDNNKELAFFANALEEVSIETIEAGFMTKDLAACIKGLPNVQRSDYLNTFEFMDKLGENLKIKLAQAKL
#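 IDH1-R132H (0.5 ug/mL dispensed) in pH 7.5 Tris buffer was preincubated 30 min with compound, then given a substrate mix of 0.016 mM NADPH and 2 mM alpha-KG for 80 min at room temperature; remaining NADPH was read by diaphorase/resazurin fluorescence.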
# TRHR enhancer – allosterically enhances the human TRH receptor; TRHR cells, fluo-8 calcium fluorescence, EC20 TRH enhancement; P34981; actives 0.66% (n = 360,000); enhancement, % at 2 µM; in the data active means enhancement above about 30%; further: 0% is about no effect
#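 Enhancer read-out: after compound pinning and an initial kinetic agonist-mode read, an EC20 of TRH (10 nM final) was injected and fluo-8 calcium signal (Ex 480/Em 530) followed at 1 s/cycle for 100 cycles in TRHR-expressing cells.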
# TRHR agonist – activates the human TRH receptor; TRHR cells, calcium flux fluo-8, FDSS agonist mode; P34981; actives 0.18% (n = 360,000); activation, % at 2 µM; in the data active means activation above about 30%; further: 0% is about no effect
#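 Agonist-mode FDSS calcium read (Ex 480/Em 530, 1 s cycles) in 1536-well TRHR cells with fluo-8 dye, after 10-cycle baseline and 23 nL compound addition; TRH at EC20 (10 nM final) added afterwards for the enhancer phase.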
# PI4K2A inh – PI4K2A (human) kinase inhibition. actives 0.13% (n = 420,000). activity change, negative = inhibition, % at 76.9 µM. purified PI4K2A, ADP-Glo luminescence, 1 h; stronger effect = lower value. AID 1346378; in the data active means activity change below about -50%; inconclusive means mostly about -30% to -49%;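 further: -100% = wells without enzyme as full effect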
# Target sequence (Q9BTU6 whole entry, looked up): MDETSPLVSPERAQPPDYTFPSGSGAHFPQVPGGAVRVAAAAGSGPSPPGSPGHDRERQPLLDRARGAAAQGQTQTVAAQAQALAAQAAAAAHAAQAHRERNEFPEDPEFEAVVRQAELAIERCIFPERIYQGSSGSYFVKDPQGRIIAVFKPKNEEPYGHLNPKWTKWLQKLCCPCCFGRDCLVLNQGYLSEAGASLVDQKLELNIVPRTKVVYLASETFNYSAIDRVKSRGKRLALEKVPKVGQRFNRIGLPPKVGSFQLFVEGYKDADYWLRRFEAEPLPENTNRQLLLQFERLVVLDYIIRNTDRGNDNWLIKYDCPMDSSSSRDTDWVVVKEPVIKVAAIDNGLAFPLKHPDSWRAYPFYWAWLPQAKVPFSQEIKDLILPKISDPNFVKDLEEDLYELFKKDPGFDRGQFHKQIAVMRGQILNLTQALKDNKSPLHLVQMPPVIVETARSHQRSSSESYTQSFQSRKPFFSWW
#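 ADP-Glo luminescence measured ADP generated by PI4K2A enzyme (4 ug/mL before mixing) with 1.2 mM PI substrate (pre-mix) and 300 microM ATP (pre-mix). Tris pH7.5 buffer with MgCl2, Triton X-100; 1 h reaction at ambient temperature.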
# TrxR1 substrate – is turned over as a substrate by rat TrxR1. O89049. purified TrxR1 substrate turnover, NADPH consumption readout. Potency, µM (titrated, usually from 114 µM), for the others: at the highest dose activity change, negative = substrate turnover. actives 0.01% (n = 390,000). AID 588456; further: potency means the concentration at half of the fitted maximal effect; on the % scale 0 is the no-effect control and ±100 the full control effect; nearly all actives have a fitted effect of over 50% in size
#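 Rat TrxR1, dispensed at 90 nM, was prereduced with 400 uM NADPH (final) for 5 min at ~22 deg C, then incubated with compound 15 min before 400 uM selenite. A first-read NADPH fluorescence drop versus no-compound background flagged substrates.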
# D2 antagonist – antagonizes the human D2 dopamine receptor | actives 2% (n = 340,000) | AID 485344 | HEK293 TREx D2 cells, calcium flux, dopamine EC80 | inhibition, % at 10 µM; in the data active means inhibition above about 30%; further: 0% is about no effect
#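 Overnight-induced (tetracycline, 30 C) HEK293 T-REx cells carrying force-coupled D2 receive a no-wash calcium dye, then compound, then EC80 dopamine at 180 s; signals are read kinetically throughout.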
# Starred values were filed as active, the others as inactive; ? = inconclusive; . = no result given; [ ] = dose if it differs, or a comment. Unless noted, the call rests on the fitted dose curve; in most records, active means well fitted inhibition curve with a large enough effect; inconclusive means small, poorly fitted or top-dose-only effect; inactive means no such curve, though single readings can be large or run the other way. Rows were taken by chance. About 3.9% of those tested had a hit in this group.
no.	SMILES	D2 agonist	USP1 inh	TrxR1 inh	mIDH1 inhibitor	TRHR enhancer	TRHR agonist	PI4K2A inh	TrxR1 substrate	D2 antagonist
1	S=c1[nH]nc(COc2ccccc2)n1/N=C/c1ccccc1Cl	-0.6	-14%	-7%[57.1 µM]	6%	-4	0.7	-14	-19%[57.1 µM]	2
2	Cc1cc(C)c(C)c(S(=O)(=O)Nc2ccc(OCC(=O)O)cc2)c1C	-1.2	2%	-1%	-3%	6	-0.1	2	-5%	2
3	O=C(CCCCCN1C(=O)CCC1=O)NCc1ccccc1	0.9	-16%	-1%	6%	12	-0.1	-2	-6%	12
4	CN(C)CCCN1C(=O)c2cccc3c([N+](=O)[O-])ccc(c23)C1=O	0.7	-18%	?	18%	-5	2.4	-4	-13%	1
5	COc1ccc(OCc2cc(C(=O)N3CCCC(CO)C3)no2)c2ccccc12 (stereo unspecified)	0.3	?	-3%	11%	-5	-0.1	-5	-5%	4
6	Cc1ccc(-n2c(SCC(=O)Nc3ccc4c(c3)OCO4)nnc2-c2ccccn2)cc1	-1.3	-9%	21%	7%	1	-0.8	2	6%	-3
7	CCOCCCNC(=O)c1cc(Sc2ccc(F)cc2)nc2ccccc12	0.0	-14%	18%	11%	49*	0.2	-16	7%	-10
8	Cn1cc(S(=O)(=O)N2CCCC2)cc1C(=O)Nc1ccc(C(F)(F)F)cc1	-1.3	8%	15%	-12%	4	-0.8	1	-3%	.
9	Cc1cc(C)n(-c2nnc3n2N=C(c2c[nH]c4ccccc24)CS3)n1	0.6	-16%	-9%	15%	0	0.5	-5	-13%	9
10	N#Cc1ccc(COC(=O)c2cnc(Cl)c(Cl)c2)cc1	-1.8	0%	12%	-5%	17	-0.3	10	1%	-13
11	Nc1ccc(S(=O)(=O)Nc2cnc3c(Cl)cccc3n2)cc1	.	-9%	-18%	4%	.	.	5	-17%	.
12	O=C(Cc1coc(-c2ccc(F)cc2)n1)N1CCOCC1	0.1	-5%	27%	2%	-3	0.4	-7	17%	-11
13	CCC1S/C(=N/N=C/c2ccco2)N(Cc2ccccc2C)C1=O (stereo unspecified)	-0.4	-26%	-16%	1%	-9	0.2	-6	-1%	-6
14	CCOc1ccc(NC(=O)CSc2n[nH]c(=O)n2-c2ccccc2)cc1	-0.2	-6%	19%	0%	-5	-0.1	1	-6%	-4
15	CCCCCNC(=O)CCn1c(=O)[nH]c2ccccc2c1=O	0.1	-15%	5%[57.1 µM]	1%	10	-0.7	1	-1%[57.1 µM]	.
16	COc1ccc(/C(C)=N\NC(=O)c2ccc(-c3ccccc3)cc2)c(F)c1	-0.3	-22%	24%	-1%	11	0.1	0	4%	-3
17	O=C(c1ccco1)N1CCN(Cc2cc(=O)c(OCc3cccc(F)c3)co2)CC1	7.1	-3%	-11%[57.1 µM]	-7%	4	0.1	0	0%[57.1 µM]	-50
18	CC1SCC(=O)N(CC(=O)Nc2ccc3c(c2)OCCO3)C1=O (stereo unspecified)	1.3	-14%	7%[57.1 µM]	-1%	-5	-0.3	-1	5%[57.1 µM]	2
19	Cc1cc(C(=O)Nc2nnc(-c3ccccc3)s2)no1	-1.5	1%	-17%	1%	7	-1.2	-2	-13%	5
20	Cc1cc(OC(=O)c2ccccc2Cl)c([N+](=O)[O-])c(=O)[nH]1	-1.6	-22%	1%	7%	12	0.4	8	-7%	13
21	COc1ccc(C(=O)CN2C(=O)NC3(CCCc4ccccc43)C2=O)cc1OC (stereo unspecified)	0.2	-24%	4%	6%	-6	0.7	4	-2%	4
22	COc1ccc(-c2nnc(SCc3nnc(-c4ccc(Cl)cc4)o3)n2-c2ccccc2)cc1	1.1	-21%	6%	0%	6	0.8	-1	-3%	-26
23	COc1cccc(NC(=O)Nc2ccc(CC(=O)O)cc2)c1	0.5	-26%	15%[57.1 µM]	0%	7	-0.5	6	1%[57.1 µM]	-40
24	COc1ccc(N(CCC#N)C(=O)/C(C#N)=C\c2cccs2)cc1	-0.4	-22%	2%	1%	6	0.1	14	-2%	5
25	Cc1cccc(C)c1NC(=O)c1csc2c1CCCC2	-0.5	11%	8%	-12%	8	-0.6	1	2%	.
26	CCCc1nnc(NC(=S)Nc2ccccc2)s1	-1.7	-13%	-11%[57.1 µM]	4%	-5	-0.4	-3	-4%[57.1 µM]	0
27	CCOC(=O)Cn1c(=O)c2c(nc(N3CCCCC3)n2C)n(C)c1=O	0.4	-6%	4%	4%	3	0.1	-8	-1%	-5
28	CNS(=O)(=O)c1cccc(C(=O)OCC(=O)c2ccc3c(c2)OCCO3)c1	-0.9	-9%	12%	5%	0	0.1	-4	-2%	-21
29	Cn1cc(S(=O)(=O)N2CCCCC2)cc1C(=O)Nc1ccc(OC(F)(F)F)cc1	1.4	-17%	-4%[57.1 µM]	10%	3	0.0	-1	-4%[57.1 µM]	.
30	Cc1csc(NC(=O)CCC(=O)N(CC(=O)NC2CCCC2)c2ccccc2)n1	-0.2	-14%	-4%	-13%	-1	0.5	5	-7%	-5

# Part of the list above in order of molar mass, descending.
no.	SMILES	D2 agonist	USP1 inh	TrxR1 inh	mIDH1 inhibitor	TRHR enhancer	TRHR agonist	PI4K2A inh	TrxR1 substrate	D2 antagonist
22	COc1ccc(-c2nnc(SCc3nnc(-c4ccc(Cl)cc4)o3)n2-c2ccccc2)cc1	1.1	-21%	6%	0%	6	0.8	-1	-3%	-26
29	Cn1cc(S(=O)(=O)N2CCCCC2)cc1C(=O)Nc1ccc(OC(F)(F)F)cc1	1.4	-17%	-4%[57.1 µM]	10%	3	0.0	-1	-4%[57.1 µM]	.
21	COc1ccc(C(=O)CN2C(=O)NC3(CCCc4ccccc43)C2=O)cc1OC (stereo unspecified)	0.2	-24%	4%	6%	-6	0.7	4	-2%	4
28	CNS(=O)(=O)c1cccc(C(=O)OCC(=O)c2ccc3c(c2)OCCO3)c1	-0.9	-9%	12%	5%	0	0.1	-4	-2%	-21
27	CCOC(=O)Cn1c(=O)c2c(nc(N3CCCCC3)n2C)n(C)c1=O	0.4	-6%	4%	4%	3	0.1	-8	-1%	-5
18	CC1SCC(=O)N(CC(=O)Nc2ccc3c(c2)OCCO3)C1=O (stereo unspecified)	1.3	-14%	7%[57.1 µM]	-1%	-5	-0.3	-1	5%[57.1 µM]	2
20	Cc1cc(OC(=O)c2ccccc2Cl)c([N+](=O)[O-])c(=O)[nH]1	-1.6	-22%	1%	7%	12	0.4	8	-7%	13
23	COc1cccc(NC(=O)Nc2ccc(CC(=O)O)cc2)c1	0.5	-26%	15%[57.1 µM]	0%	7	-0.5	6	1%[57.1 µM]	-40
19	Cc1cc(C(=O)Nc2nnc(-c3ccccc3)s2)no1	-1.5	1%	-17%	1%	7	-1.2	-2	-13%	5
26	CCCc1nnc(NC(=S)Nc2ccccc2)s1	-1.7	-13%	-11%[57.1 µM]	4%	-5	-0.4	-3	-4%[57.1 µM]	0

# (listing goes on)
no.	SMILES	D2 agonist	USP1 inh	TrxR1 inh	mIDH1 inhibitor	TRHR enhancer	TRHR agonist	PI4K2A inh	TrxR1 substrate	D2 antagonist
31	Cn1c(SCC(=O)Nc2ccc(C(N)=O)cc2)nnc1-c1cccs1	1.7	-10%	4%	11%	1	0.7	5	0%	-10
32	CSc1nnc(C)c(/C=C/Nc2ccc(Cl)cc2)n1	13	?	-40%	5%	4	31*	4	4%[57.1 µM]	2
33	CC(/C=C/c1ccccc1)=N/NC(=O)c1cc([N+](=O)[O-])cc([N+](=O)[O-])c1	0.2	3%	13%	-3%	-2	0.7	-4	1%	-19
34	O=C(Nc1cccc2ccccc12)NC1CCCCC1	.	-16%	15%[57.1 µM]	3%	12	0.3	-5	8%[57.1 µM]	.
35	N#Cc1ccsc1NC(=O)c1cnccn1	-0.5	-5%	-6%	-2%	-4	0.7	0	-7%	-18
36	CCC1CCCCN1CCCNC(=O)c1ccc2c(c1)N(Cc1cccc(C)c1)C(=O)c1ccccc1S2(=O)=O (stereo unspecified)	.	-30%	33%	2%	1	1.3	-1	8%	.
37	CCn1c2ccccc2c2n[nH]c(=S)nc21	-0.4	-12%	-18%	-3%	-6	0.0	-6	-8%	5
38	O=C(Nc1cccc(Cl)c1N1CCOCC1)c1ccco1	0.4	-24%	2%	0%	-1	1.6	1	-5%	1
39	Oc1ccc(Br)cc1C1Nc2ccccc2S1 (stereo unspecified)	1.0	-1%	7%[57.1 µM]	8%	1	-0.4	-13	-4%	16
40	O=C(Nc1nnc(CCc2ccccc2)s1)C1CCCO1 (stereo unspecified)	2.0	-7%	-4%	17%	4	0.6	-1	-6%	-20
41	O=C(CSc1nnc(CNc2ccccc2)o1)N1CCCc2ccccc21	.	-14%	-13%	0%	.	.	4	-3%	.
42	CSc1ccccc1NC(=O)CCS(=O)(=O)c1nc(-c2ccc3c(c2)OCO3)cc(C(F)(F)F)n1	-1.0	-13%	-2%	-8%	12	-1.1	7	47%[activator]	.
43	Cc1ccc(CCNC(=O)CCS(=O)(=O)c2ccc3nc(C)sc3c2)cc1	-0.3	-6%	8%[57.1 µM]	14%	19	0.1	-23	4%[57.1 µM]	-9
44	Cc1ccc(CNC(=O)c2cc(-c3ccc(C)cc3)nc3n[nH]c(-c4cccc([N+](=O)[O-])c4)c23)cc1	-0.1	-19%	27%[57.1 µM]	27%	0	-0.1	0	8%[57.1 µM]	.
45	O=C(COC(=O)c1ccccc1Nc1ccccc1)NCc1ccco1	1.1	-1%	-11%	-1%	-12	0.2	3	1%	-14
46	Cc1ccc(NC(=O)CN2C(=O)CCc3cc(S(=O)(=O)N4CCOCC4)ccc32)cc1F	1.5	-20%	-5%[57.1 µM]	-18%	-2	-0.2	2	-4%[57.1 µM]	.

# High-throughput results deposited in PubChem BioAssay by National Center for Advancing Translational Sciences (NCATS).
